Compound activity as filed in PubChem.
E coli Lon inh: inhibits E. coli Lon protease; P0A9M0; purified E. coli Lon protease, fluorescence polarization; inhibition, % at 7.94 µM; 360,000 tested, 0.42% active; AID 602123; in the data active means inhibition above about 13%, passing the limit was not always enough;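 further: 0% = enzyme with probe and DMSO and 100% = no enzyme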
NRP1-CendR mod: alters CendR peptide binding to human NRP-1; O14786; inhibition, % at 25 µM; 360,000 tested, 0.85% active; FAM-RPARPAR peptide binding to NRP-1, fluorescence polarization;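 active means inhibition or corrected inhibition above about 18%, plus a signal ratio from 0.5 to 1.5, limit read from the data, passing the limit was not always enough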; further: strong numbers were not always called active
Neddyl block: cullin neddylation inhibition; P61081+Q13564; TR-FRET cullin neddylation, biochemical; calls only at 25 µM; 360,000 tested, 0.58% active; AID 651699; in the data active means inhibition above about 36%
bovine MsrA act: activates bovine MsrA enzyme. purified bovine MsrA, absorbance read-out. activation, % at 10.6 µM. 360,000 tested, 0.3% active; in the data active means activation above about 7.5%;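 further: 0% = vehicle and 100% = reference activator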
Rin1 Abl inh: human Rin1-Abl interaction inhibition; P00519+Q13671; TR-FRET Rin1/Abl binding, biochemical; inhibition, % at 7.35 µM; 360,000 tested, 0.4% active; in the data active means inhibition above about 5%, passing the limit was not always enough
FAS TE block: FAS thioesterase (human) inhibition; recombinant FAS-TE, OMFH fluorogenic substrate, fluorescence endpoint; inhibition, % at 15 µM; 360,000 tested, 0.67% active; AID 602261;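 active means compounds whose normalised, plate-corrected inhibition of enzyme fluorescence in the single-dose primary screen is 50% or more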;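 further: 0% = DMSO with enzyme and 100% = substrate without enzyme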
MsrA inhibitor: bovine MsrA inhibition. purified bovine MsrA, absorbance read-out. inhibition, % at 15.5 µM. 360,000 tested, 0.75% active. AID 651718; in the data active means inhibition above about 4.5%;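 further: 0% = vehicle wells with enzyme and 100% = reference inhibitor wells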
SKN-1 block: C. elegans SKN-1 inhibition; C. elegans VP596 Pgst-4::GFP/RFP ratio, acrylamide-induced, 24 h; inhibition, % at 21.8 µM; 360,000 tested, 0.49% active;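 active means interference check ratio from 0.5 to 1.5 plus GFP to RFP signal ratio inhibition reaching or exceeding a fixed threshold, cut at about 30% in these data, passing the limit was not always enough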; further: some compounds called inactive have numbers as strong as hits
MT1-MMP act inh: inhibitors of human MT1-MMP activation; P50281; HT1080 RFP-PRO-GFP cells, GFP/RFP ratio fluorescence, overnight; percent of plate control window, DMSO zero; GFP/RFP ratio change, % at 20 µM; 360,000 tested, 0.061% active; AID 651647;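 active means GFP/RFP ratio change of at least 30% with cell ATP level not reduced by more than half and red fluorescence within 50% of control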; further: strong numbers were not always called active
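Material – HT1080 RFP-PRO-GFP cells · Control set – DMSO wells and RFP-L50D-GFP cells · Incubation – overnight cell settling, then overnight compound exposure, 37 °C, 5% CO2 · Compound dosing – single-point 20 µM compound, 1% DMSO · Read-out – GFP/RFP fluorescence ratio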
* hit, by the source's call; i = inactive; · = not tested or not shown; & = joins results of further samples.

SMILES	E coli Lon inh	NRP1-CendR mod	Neddyl block	bovine MsrA act	Rin1 Abl inh	FAS TE block	MsrA inhibitor	SKN-1 block	MT1-MMP act inh
COc1ccccc1NC(=O)Cc1csc(NC(=S)Nc2ccc(C)cc2)n1	-2	-4	i	-9	1	20	1.3	14	3
Cc1noc(C)c1CSc1nc2ccccc2c(=O)n1-c1ccccc1	-8	3	i	-2	-1	14	2.5	19	-3
COc1cc(OC)c2c(N)c(C#N)c(C(F)(F)C(F)(F)F)nc2c1	4	0	i	-3	2	0	-0.1	19	0
CC(C)C[C@@H]1O[C@H](CCc2ccccc2)Cc2[nH]c(=S)[nH]c(=O)c21	-1	-5	i	10*	·	16	-0.9	-3	1
CCOc1ccc(NC(=S)NNC(=O)c2cc(Br)ccc2Cl)cc1	4	20	i	4	1	-3	1.9	-3	5
CCOC(=O)c1c(COC(=O)c2ccco2)nc2ccccc2[n+]1[O-]	-1	7	i	-4	-3	-4	1.1	4	4
CCn1cc(C2=NOC(C(=O)O)C2)c(C)n1 (configuration not stated)	-6	4	i	-2	7	-6	-0.5	5	10
O=C(C[C@H]1C/C=C/CC[C@@H](Cc2ccc(F)cc2)C(=O)OC[C@H](c2ccccc2)NC1=O)NCCO	9	10	i	-5	3	-15	-0.5	8	-4
Cc1ccc(NC2=NCCC2)cc1Cl	-15	9	i	3	1	-11	-1.2	-5	3
O=C(COC(=O)c1cc(Br)ccc1O)NCCC1=CCCCC1	-3	-13	i	-2	-2	10	-0.3	25	0
Nc1ncnc2c1CCC2	1	11	i	3	0	-4	0.8	0	5
CCC(C)NC(=O)C1CCC(=O)N1CCc1ccccc1 (configuration not stated)	3	6	i	-3	-1	-3	0.9	15	2
COC(=O)C1(C)NC(c2ccc(O)cc2)C2C(=O)N(c3ccc(C)cc3)C(=O)C21 (configuration not stated)	-10	-8	i	-3	-2	-2	1.4	-15	1
CCCCNC(=S)Nc1ccc2cn[nH]c2c1	-3	15	i	-5	0	-13	2.2	-3	-2
CC(=O)COc1ccc2oc(=O)cc(-c3cc4ccccc4o3)c2c1	-7	3	i	-3	-4	18	13*	25	-6
CCCCCn1nnc2c(=O)oc3ccccc3c21	9	-2	i	-14	-1	14	-1.6	-9	2
COc1ccc2cnnc(SCC(=O)Nc3ccc(C(=O)O)cc3)c2c1OC	-3	-8	i	-4	-6	-16	0.8	13	-7
O=S(=O)(NC(=S)c1ccccc1)c1ccc(F)cc1	-8	4	i	-8	0	-5	0.5	2	-3
COc1cccc(-c2csc(NC(C)=O)n2)c1	-12	7	i	-4	0	-3	0.4	10	2
O=[N+]([O-])c1cccc(/C=N/N=C\c2ccccc2)c1	-3	-3	i	-4	-1	10	0.9	11	3
O=C(Nc1cccc2ccccc12)c1ccc([N+](=O)[O-])cc1	-2	3	i	-3	-2	14	0.4	-1	-1
COc1ccccc1-n1cnc2cc(C(=O)NC3CCCC3)ccc21	1	0	i	-2	3	-6	-0.8	-18	6
CCOc1ccc(NC(=O)C(C)Oc2ccccc2C(=O)Nc2cccc(Cl)c2Cl)cc1 (configuration not stated)	-2	4	i	3	-2	28	-0.7	6	-2
CC(C)(C)NC(=O)C(c1ccco1)N(C(=O)c1ccc(CN2CCOCC2)o1)c1ccccc1 (configuration not stated)	0	-2	i	-6	3	-2	-0.6	4	2
COc1cc(C(=O)N[C@H](C(=O)NC2CCCc3ccccc32)C(C)C)cc(OC)c1OC (some centres not stated)	4	0	i	-3	6	0	-0.6	3	-1
O=C(NNC(=O)c1ccccc1Cl)c1ccc(-n2cncn2)c([N+](=O)[O-])c1	-13	-5	i	-4	-2	-10	1.0	1	6
c1ccc(CNc2nc(-c3cccnc3)nc3ccccc23)cc1	-3	7	i	-3	-1	7	0.7	22	3
COc1ccc(C(=O)NNC(=O)c2cc3cc(OC)ccc3oc2=O)cc1	14	-1	i	-9	1	-5	-0.1	1	10
COc1ccccc1N(C(C)=O)c1nc(C)cc(C)c1C#N	-15	17	i	-4	1	-3	1.0	15	3
CCC(C)Sc1nnc(-c2c[nH]c3ccccc23)n1CCOC (configuration not stated)	6	-2	i	1	-3	-2	-0.6	15	-1
O=C(CN1CCCCC1)Nc1nnc(-c2ccc([N+](=O)[O-])cc2)s1	9	-8	i	0	-2	23	4.2	-2	0
CC(=O)Nc1ccc(OC(=O)c2ccc(Cl)cc2)cc1	-12	-7	i	-2	-1	-4	0.4	-3	4
CC1(C)NC(=O)N(CN2C(=O)NC(C)(C)C2=O)C1=O	2	8	i	1	2	-7	0.8	8	10
O=C(N/C(=C\c1ccc(-c2ccccc2)o1)C(=O)N1CCOCC1)c1ccccc1	6	21	i	-11	-1	4	3.8	-13	-12
O=C(CN1CCN(c2ccc(O)cc2)CC1)Nc1ccccc1C(=O)NCCc1ccccc1	0	0	i	-4	-2	6	0.0	-2	-3
CC1(C)CNC(=O)c2sc(N3CCOCC3)nc2C1	-8	-6	i	-4	4	-8	1.6	-9	-4
CCc1ccc(NC(=O)c2cc(C)no2)cc1	-10	-7	i	0	1	-4	0.8	7	1
COc1cc(OC)c2ccc(=O)oc2c1C(CC(=O)N1CCN(c2ccccc2)CC1)c1ccc2c(c1)OCO2 (configuration not stated)	17	12	i	-8	1	51*	0.6	15	-1
CN(C)c1ncnc(N(C)C)c1[N+](=O)[O-]	4	-8	i	-4	-4	-6	0.1	-12	4
COc1ccc(NC(=O)Nc2c[nH]c(=O)[nH]c2=O)cc1	1	2	i	-2	1	-3	0.1	11	0

Five entries picked at random from those above, as already listed:
SMILES	E coli Lon inh	NRP1-CendR mod	Neddyl block	bovine MsrA act	Rin1 Abl inh	FAS TE block	MsrA inhibitor	SKN-1 block	MT1-MMP act inh
O=C(Nc1cccc2ccccc12)c1ccc([N+](=O)[O-])cc1	-2	3	i	-3	-2	14	0.4	-1	-1
CC(C)(C)NC(=O)C(c1ccco1)N(C(=O)c1ccc(CN2CCOCC2)o1)c1ccccc1 (configuration not stated)	0	-2	i	-6	3	-2	-0.6	4	2
COc1ccc(C(=O)NNC(=O)c2cc3cc(OC)ccc3oc2=O)cc1	14	-1	i	-9	1	-5	-0.1	1	10
O=C(N/C(=C\c1ccc(-c2ccccc2)o1)C(=O)N1CCOCC1)c1ccccc1	6	21	i	-11	-1	4	3.8	-13	-12
CN(C)c1ncnc(N(C)C)c1[N+](=O)[O-]	4	-8	i	-4	-4	-6	0.1	-12	4

The listing picks up, starting two compounds before the break.
SMILES	E coli Lon inh	NRP1-CendR mod	Neddyl block	bovine MsrA act	Rin1 Abl inh	FAS TE block	MsrA inhibitor	SKN-1 block	MT1-MMP act inh
CN(C)c1ncnc(N(C)C)c1[N+](=O)[O-]	4	-8	i	-4	-4	-6	0.1	-12	4
COc1ccc(NC(=O)Nc2c[nH]c(=O)[nH]c2=O)cc1	1	2	i	-2	1	-3	0.1	11	0
COc1ccc(S(=O)(=O)NCC2CCCN(Cc3ccc(O)cc3)C2)cc1 (configuration not stated)	-7	-3	i	0	-4	-6	-0.1	8	3
O=C(Cn1ccc(C(F)(F)F)n1)N=Nc1c(O)[nH]c2ccccc12	-8	1	i	-3	0	1	2.5	2	2
COc1ccc(NS(=O)(=O)c2ccc(N/N=C/c3ccc(N4CCOCC4)cc3)c([N+](=O)[O-])c2)cc1	4	-1	i	-1	-2	-2	1.2	0	6
CC(C)NC(=O)NS(=O)(=O)c1cnccc1NC1CC2CCC1C2 (configuration not stated)	-9	3	i	-4	3	-9	0.7	0	3
CCOc1cc2[nH]c(=S)n(CCOC)c(=O)c2cc1OCC	6	-2	i	0	-2	-3	1.0	-2	13
O=[N+]([O-])c1ccc(Cl)c(S(=O)(=O)NC2=NCCC2)c1	-6	0	i	-5	1	-3	-0.3	5	0
O=C(CNc1ccc2c(c1)OCO2)N/N=C\c1cn(Cc2ccccc2)c2ccccc12	3	3	i	-5	-1	9	0.5	15	-6
Cc1nc(SCC(=O)c2ccc(F)c(F)c2)[nH]c(=O)c1Oc1ccc(Cl)cc1	6	-5	i	0	-2	12	2.5	9	1
CCN(CC)C(=O)Nc1ccc(Br)cc1	-5	-4	i	-2	2	-2	0.9	12	-2
O=C(CC(=O)Nc1ccccc1F)Nc1ccccc1F	13	6	i	-5	0	-5	-0.6	-5	1
COc1ccc(-c2cc(C(=O)Nc3cc(OC)cc(C(=O)Nc4cccc(C(F)(F)F)c4)c3)[nH]n2)cc1	-14&-132	-28&3	i	0&-1	-2&-1	4&3	-0.8&-0.6	0&22	-2&2
CC(=O)c1ccc(Nc2cnn(C34CC5CC(CC(CC(=O)O)(C5)C3)C4)c(=O)c2Cl)cc1	1	-10	i	-11	-1	-3	3.0	11	-2
Cc1ccc(C)c(NC(=O)c2sc(Cl)nc2C)c1	-12	6	i	-3	-1	-5	-1.1	1	-2
Cc1cc(C)c2ccc(C(=O)O)nc2c1O	5	6	i	-1	0	-8	-0.6	3	4
CC(C)OCCCNC(=O)c1cc2c(=O)n(C)c3ccccc3c2n1C	-2	1	i	-1	0	0	0.9	14	4
COc1ccc(-c2nnnn2C)cc1S(=O)(=O)NCc1ccccc1	-4	-6	i	-1	0	0	0.8	10	3
O=c1c2ccccc2[nH]c(=S)n1CCCN1CCOCC1	-3	9	i	-3	-1	-3	0.8	-5	0
Brc1ccc2nc(N3CCN(c4ccccc4)CC3)sc2c1	-10	-10	i	0	-2	-3	0.2	9	5
COc1ccc(CNCC(O)(c2ccccc2)c2ccccc2)cc1OC	0	15	i	-2	0	-1	0.1	-6	-1
COCCN(C(=S)Nc1c(C)cc(C)cc1C)C(C)c1cccnc1 (configuration not stated)	-10	10	i	-3	-2	-7	-0.2	1	7
Cc1c(Cl)cccc1NC(=O)CCC(=O)NNC(=O)CCC(=O)O	-1	7	i	-3	-1	-5	-0.1	-10	2
CCCc1cc(-c2n[nH]c(=S)n2CC(C)C)cs1	-8	2	i	-1	1	-2	-0.1	1	1
CN(C)C(=O)CSC1c2ccccc2C(=O)N1c1ccccc1 (configuration not stated)	0	7	i	-11	1	-5	0.4	2	2
COc1ccc(C(=O)/C=C/Nc2ccc([N+](=O)[O-])cc2)cc1	5	-2	i	-4	-5	-10	1.8	2	1
Cc1ccc(NC(=O)CC2NCCNC2=O)cc1Cl (configuration not stated)	1	7	i	-4	3	-7	-0.4	2	-7
CC1(c2cccs2)CC(c2cccs2)=C(C#N)C(=O)N1 (configuration not stated)	6	4	i	-2	-1	-7	3.3	-3	-6
O=C(N/N=C/c1ccc(F)cc1)c1cc(-c2ccc3c(c2)OCO3)n[nH]1	12	3	i	-3	-1	-6	0.9	7	-3
CCN(CC)C(=O)CSc1nc2ccccc2c(=O)n1CC	-5	23	i	-1	0	-4	1.9	-4	0
CN(C)CCNc1c2c(nc3nnnn13)CCCC2	0	8	i	-5	3	1	-0.1	-2	2
CCOc1ccc(NC(=O)Cc2ccc(S(=O)(=O)N3CCCCC3)cc2)cc1OCC	-9	-6	i	1	3	14	0.2	26	-4
O=c1cc(CSc2ccc(Cl)cc2)nc(-c2ccccn2)[nH]1	1	9	i	-3	-1	-8	0.7	-7	13
CCOc1ccc(Cn2nnc(C(=O)NCc3ccccc3)c2N)cc1	2	-4	i	1	-5	0	-1.1	5	-4
COC(=O)Nc1sc2c(c1C(N)=O)CCCCCC2	-1	10	i	-1	6	-3	0.7	4	-9
CSCC(=O)N1CCc2ccc(NC(=O)c3ccccc3Cl)cc2C1	-1	-8	i	-2	-2	-2	0.2	9	0
S=C(Nc1ccc(Cl)c(Cl)c1)N1CCCC1	5	2	i	0	-2	2	1.0	34	-4
O=C(CCC(=O)N1CCOc2ccccc21)N1CCOCC1	-6	-3	i	-5	-1	-9	-0.4	-20	-1
CC(=O)Nc1cc(C)ns1	-10	-13	i	0	0	-4	0.1	4	0
COc1ccc(Cl)cc1NC(=S)N1CCN(S(C)(=O)=O)CC1	9	-12	i	-3	1	-3	0.5	-7	3
COc1ccc(N=C2S/C(=C\c3ccc(C)o3)C(=O)N2CC(C)C)cc1	4	-3	i	5	-1	24	-0.8	4	-4
